AMA1 RON2 block = qHTS for Inhibitors of AMA1-RON; Towards Development of Antimalarial Drug Lead: Primary Screen; Potency, µM (doses to about 58.2 µM), for the others: at the top dose activity change, negative = inhibition, actives largely listed as inhibitors; AlphaScreen AMA1-biotinylated RON2 peptide binding; AID 720542, 2013; 0.2% of 360,000 active;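 note: potency is the fitted concentration of half-maximal effect; 0% = vehicle wells and -100% = peptide control; nearly all actives have a fitted effect of over 45% in size; some results filed as inactive show a strong effect at the top dose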
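AMA1 (3D7) with his tag at 25 nM final met compounds first, then biotinylated RON2 peptide at 25 nM; detection used donor plus acceptor beads, 10 µg/mL apiece, read by AlphaScreen after 30 min at room temperature.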
LmPK inh = qHTS Assay for Inhibitors of Leishmania Mexicana Pyruvate Kinase (LmPK); purified LmPK, Kinase-Glo ATP luminescence, 1 h; Q27686; 0.37% of 290,000 active; AID 1721, 2009; Potency, µM (series often up to 57.5 µM), without a hit: at the highest dose activity change, negative = inhibition, usual class: inhibitors; note: potency is the fitted concentration of half-maximal effect
Target sequence (Q27686 whole entry, looked up): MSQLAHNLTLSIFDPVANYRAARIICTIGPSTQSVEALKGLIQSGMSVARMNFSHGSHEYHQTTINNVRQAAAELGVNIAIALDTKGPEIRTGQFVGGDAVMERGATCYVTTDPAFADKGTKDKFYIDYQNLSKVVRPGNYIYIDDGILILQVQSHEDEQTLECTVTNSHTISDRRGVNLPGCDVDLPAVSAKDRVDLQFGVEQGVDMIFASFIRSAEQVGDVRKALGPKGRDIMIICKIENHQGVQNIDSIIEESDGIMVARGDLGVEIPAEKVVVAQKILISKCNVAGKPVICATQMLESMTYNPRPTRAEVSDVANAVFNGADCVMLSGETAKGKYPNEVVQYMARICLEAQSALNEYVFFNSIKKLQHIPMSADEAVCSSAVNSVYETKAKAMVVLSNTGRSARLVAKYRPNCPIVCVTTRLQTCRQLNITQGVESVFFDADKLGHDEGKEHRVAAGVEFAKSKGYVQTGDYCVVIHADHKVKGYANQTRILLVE
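Screened at intermediate enzyme activity to detect both inhibitors and activators: LmPK at 0.1 nM, with a 0.5 nM enzyme column as activation reference. PEP 0.5 mM, ADP 0.1 mM; ATP detected by luminescence after 1 h.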
AmpC no deterg = qHTS Inhibitors of AmpC Beta-Lactamase (assay without detergent); P00811; AmpC nitrocefin hydrolysis, absorbance 480 nm, 0.0001% Triton; Potency, µM (doses to about 57.1 µM), inactives show top-dose activity change, negative = inhibition, actives largely listed as inhibitors; 0.52% of 330,000 active; AID 485341, 2010;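 note: potency is the fitted concentration of half-maximal effect; plate controls were no compound for no effect and no enzyme for full effect; nearly all actives have a fitted effect of over 20% in size; some results filed as inactive show a strong effect at the top dose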
Target sequence (P00811 whole entry, looked up): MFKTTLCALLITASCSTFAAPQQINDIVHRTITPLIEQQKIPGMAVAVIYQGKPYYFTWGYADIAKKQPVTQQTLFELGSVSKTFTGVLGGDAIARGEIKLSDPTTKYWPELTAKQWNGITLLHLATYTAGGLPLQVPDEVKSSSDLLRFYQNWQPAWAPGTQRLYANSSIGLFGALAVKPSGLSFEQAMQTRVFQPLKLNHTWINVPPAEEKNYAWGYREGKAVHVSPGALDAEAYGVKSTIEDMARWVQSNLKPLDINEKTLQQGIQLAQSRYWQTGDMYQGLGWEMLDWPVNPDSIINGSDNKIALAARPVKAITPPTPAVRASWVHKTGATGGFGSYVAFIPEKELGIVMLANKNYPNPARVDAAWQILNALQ
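AmpC (5.3 nM in the dispensed reagent) in 20 mM phosphate pH 7.0 with 0.01% (detergent screen) or 0.0001% Triton X-100 was preincubated with compounds for 15 min at room temperature. Nitrocefin was then added from an 800 uM solution, and hydrolysis was followed at 480 nm.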
AmpC detergent = qHTS Inhibitors of AmpC Beta-Lactamase (assay with detergent); AmpC hydrolysis of nitrocefin, absorbance 480 nm, 0.01% Triton; Potency, µM (series often up to 114 µM), without a hit: top-dose activity change, negative = inhibition, most hits filed as inhibitors; 0.041% of 370,000 active;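 note: potency is the fitted concentration of half-maximal effect; 0% = no-compound wells and -100% = no-enzyme wells; nearly all actives have a fitted effect of over 25% in size; some results filed as inactive show a strong effect at the top dose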
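20 mM phosphate pH 7.0 + 0.01% (detergent screen) or 0.0001% Triton X-100; 5.3 nM AmpC reagent; cpd preinc 15 min RT; nitrocefin (800 uM stock) to start; A480 q20 s × 4 min; Activity was normalised to no-enzyme and no-compound control wells.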
HCMV inh = qHTS Assay for inhibitors of the human cytomegalovirus (HCMV) | AID 1259415, 2018 | HFF cells, HCMV-luciferase reporter, 72 h; hits give low values | activity change, negative = inhibition, % at 57.5 µM | 4.5% of 410,000 active; in the data active = activity change below about -60%; inconclusive = no clear call, values can overlap the other calls; inactive = above about -39%
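Steps: HFFs plated, 16 h 37C; compounds added; HCMV-luciferase added to MOI 1 PFU/cell; 72 h 37C; OneGlo reagent, 5 min room temperature; luminescence read, normalized to controls.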
Sm TGR inh = qHTS Assay for the Inhibitors of Schistosoma Mansoni Peroxiredoxins; Schistosoma mansoni thioredoxin glutathione reductase (TGR), Q962Y6; purified TGR, DTNB reduction, TNB absorbance 405 nm; Potency, µM (highest dose often 114 µM), for the others: at the top dose activity change, negative = inhibition, actives largely listed as inhibitors; 3% of 360,000 active; AID 485364, 2010; note: potency is the fitted concentration of half-maximal effect; nearly all actives have a fitted effect of over 60% in size
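TGR 20 nM + NADPH 100 uM (dispensed conc.), cpd preinc 15 min RT; start with NADPH (500 uM addition) then DTNB (15 mM addition). Kinetic TNB absorbance, 405 nm filter. Four-parameter Hill fit across titration.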
TbPYK inhibitor = qHTS of Trypanosoma Brucei Inhibitors; 0.12% of 410,000 active; AID 624173, 2012; Potency, µM (highest dose often 76.8 µM), inactives show at the top dose activity, negative = inhibition, usual class: inhibitors; TbPYK enzyme, Kinase-Glo Plus ATP luminescence, 45 min; pyruvate kinase (Trypanosoma brucei), Q57TT1; note: potency is the fitted concentration of half-maximal effect; nearly all actives have a fitted effect of over 50% in size
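Luminescence from Kinase-Glo Plus, added after a 45-minute room-temperature reaction, served as the end-point read-out. The enzyme and substrate were preincubated with compound before ADP (130 uM final) initiated turnover. Concentration-effect curves came from normalized qHTS data.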
An asterisk follows results filed as active; [ ] = another dose, or the depositor's remark. Unless noted, calls come from the whole dose curve; as a rule, active = well fitted curve in the direction sought with a large enough effect; inconclusive = small, poorly fitted or top-dose-only effect, or another doubt; inactive = no such curve, though single readings can be large; an effect the other way counts as inactive or inconclusive. Unless noted, % is set by controls: 0 for no effect and ±100 for the full control effect.

The first 3 records as a preview:
What do the screens show for `O=P(/C(=N/O)Sc1ccccc1)(N1CCOCC1)N1CCOCC1`?
AMA1 RON2 block: -7%; LmPK inh: 3%; AmpC no deterg: -17%; AmpC detergent: -2%; HCMV inh: -23; Sm TGR inh: 13µM*; TbPYK inhibitor: -4%

What do the screens show for `Cc1ccc(S(=O)(=O)Oc2ccc(C3C4=C(CCCC4=O)N(CCC(=O)O)C4=C3C(=O)CCC4)cc2Cl)cc1`?
AMA1 RON2 block: 10%; LmPK inh: 5%; AmpC no deterg: -54%; AmpC detergent: inconclusive; HCMV inh: 24; Sm TGR inh: 0%; TbPYK inhibitor: -4%

What do the screens show for `COc1ccc(Cc2nc(C(=O)Nc3ccccc3)cs2)cc1`?
AMA1 RON2 block: -9%; LmPK inh: 0%; AmpC no deterg: -19%; AmpC detergent: 3%; HCMV inh: -4; Sm TGR inh: 7%; TbPYK inhibitor: 4%

The whole of this part, previewed entries included:
What do the screens show for `O=P(/C(=N/O)Sc1ccccc1)(N1CCOCC1)N1CCOCC1`?
AMA1 RON2 block: -7%; LmPK inh: 3%; AmpC no deterg: -17%; AmpC detergent: -2%; HCMV inh: -23; Sm TGR inh: 13µM*; TbPYK inhibitor: -4%

What do the screens show for `Cc1ccc(S(=O)(=O)Oc2ccc(C3C4=C(CCCC4=O)N(CCC(=O)O)C4=C3C(=O)CCC4)cc2Cl)cc1`?
AMA1 RON2 block: 10%; LmPK inh: 5%; AmpC no deterg: -54%; AmpC detergent: inconclusive; HCMV inh: 24; Sm TGR inh: 0%; TbPYK inhibitor: -4%

What do the screens show for `COc1ccc(Cc2nc(C(=O)Nc3ccccc3)cs2)cc1`?
AMA1 RON2 block: -9%; LmPK inh: 0%; AmpC no deterg: -19%; AmpC detergent: 3%; HCMV inh: -4; Sm TGR inh: 7%; TbPYK inhibitor: 4%

Results for Cc1cccc(/C=N/NC(=O)c2cc(C)nc3ccccc23)n1 ?
AMA1 RON2 block: 22%; LmPK inh: -6%; AmpC no deterg: -4%; AmpC detergent: -1%; HCMV inh: 6; Sm TGR inh: -2%; TbPYK inhibitor: 5%

What do the screens show for `CCOc1ccccc1CNC(=O)C1CCN(S(=O)(=O)N2CCC(C)CC2)CC1`?
AMA1 RON2 block: -14%; HCMV inh: -16; TbPYK inhibitor: 7%

What do the screens show for `O=C(O)CCCn1c(=O)[nH]c2ccccc2c1=O`?
AMA1 RON2 block: -11%; LmPK inh: -4%; AmpC no deterg: -10%; AmpC detergent: 0%; HCMV inh: 9; Sm TGR inh: 7%; TbPYK inhibitor: 6%

What do the screens show for `CC(C)Cc1nnc(NC(=O)C2CC(=O)N(Cc3ccccc3)C2)s1` (stereo not given)?
AMA1 RON2 block: 0%; LmPK inh: -1%; AmpC no deterg: 38%; AmpC detergent: 0%; HCMV inh: 61; Sm TGR inh: 3%; TbPYK inhibitor: 5%

How did O=C1C(c2ccnc3ccccc23)=C(O)c2ccccc21 do in these assays?
AMA1 RON2 block: 4%; LmPK inh: inconclusive; AmpC no deterg: -10%; AmpC detergent: -3%; HCMV inh: -27; Sm TGR inh: -6%; TbPYK inhibitor: -15%

How did CCc1ccc(NC(=O)c2ccc(NC(=O)C3CCCO3)cc2)cc1 (stereo not given) do in these assays?
AMA1 RON2 block: 5%; LmPK inh: -14%; AmpC no deterg: 0%; AmpC detergent: 3%; Sm TGR inh: inconclusive; TbPYK inhibitor: 2%

How did C#CCOCCOCCOCCNc1nc(N2CCN(C(=O)[C@H](Cc3ccc(O)cc3)n3cc([C@@H](N)C(C)CC)nn3)CC2)nc(N2CCN(C(=O)[C@H](Cc3cc4ccccc4[nH]3)n3cc([C@@H](N)CC(C)C)nn3)CC2)n1 (stereo not given in full) do in these assays?
AMA1 RON2 block: -29%; LmPK inh: 5%; AmpC no deterg: 175%[activator]; AmpC detergent: -9%; HCMV inh: 19; Sm TGR inh: inconclusive; TbPYK inhibitor: -7%

What do the screens show for `Cc1ccc(C(=O)NCc2cccnc2)cc1S(=O)(=O)N1CCCCCC1`?
AMA1 RON2 block: 7%; LmPK inh: 1%; AmpC no deterg: 6%; AmpC detergent: 5%; HCMV inh: -22; Sm TGR inh: 1%; TbPYK inhibitor: 5%

What do the screens show for `CC(=O)NS(=O)(=O)c1ccc(NC(=S)NC(=O)COc2ccccc2C)cc1`?
AMA1 RON2 block: -9%[2.32 µM]; LmPK inh: 2%; AmpC no deterg: -11%; AmpC detergent: -6%; HCMV inh: 63; Sm TGR inh: -13%; TbPYK inhibitor: -15%

How did COc1ccc(NC(=O)COc2ccccc2C)cc1S(=O)(=O)N1CCCCC1 do in these assays?
AMA1 RON2 block: -3%; AmpC no deterg: -17%; AmpC detergent: -22%; HCMV inh: -27; Sm TGR inh: 1%; TbPYK inhibitor: -4%

What do the screens show for `COC(=O)Cn1nnc(-c2cccc(OC)c2)n1`?
AMA1 RON2 block: 0%; LmPK inh: -12%; AmpC no deterg: -12%; AmpC detergent: -9%; HCMV inh: -7; Sm TGR inh: 6%; TbPYK inhibitor: 8%

Results for N#CCSc1nnc(-c2c[nH]c3ccccc23)o1 ?
AMA1 RON2 block: -4%; LmPK inh: -7%; AmpC no deterg: -19%; AmpC detergent: 8%; Sm TGR inh: 5%; TbPYK inhibitor: -1%

How did CN(CC(=O)Nc1ccccc1Cl)C(=O)COC(=O)C1CC1 do in these assays?
AMA1 RON2 block: 5%; AmpC no deterg: -4%; AmpC detergent: -1%; HCMV inh: -12; Sm TGR inh: -6%; TbPYK inhibitor: 1%

What do the screens show for `Cn1c(C(=O)N2CCCC(C(=O)N3CCN(c4ccccc4)CC3)C2)cc2sccc21` (stereo not given)?
AmpC detergent: 22%; HCMV inh: -28; Sm TGR inh: 6%; TbPYK inhibitor: 0%

How did Cc1ccccc1C(=O)c1cn[nH]c1-c1ccccc1O do in these assays?
AMA1 RON2 block: 97%[activator]; LmPK inh: 0%; AmpC no deterg: -20%; AmpC detergent: -1%; HCMV inh: 39; Sm TGR inh: 3%; TbPYK inhibitor: 1%

How did COc1ccc(CCNC(=O)c2cc3sc(Cl)cc3n2C)cc1OC do in these assays?
AMA1 RON2 block: -22%; LmPK inh: 7%; AmpC no deterg: 50µM*; AmpC detergent: inconclusive; HCMV inh: 23; Sm TGR inh: 1%; TbPYK inhibitor: 0%

What do the screens show for `Cc1ccc(NC(=O)c2noc(C(C)C)c2[N+](=O)[O-])cc1`?
AMA1 RON2 block: 7%; LmPK inh: 2%; AmpC no deterg: 0%; AmpC detergent: 3%; HCMV inh: -11; Sm TGR inh: 40µM*; TbPYK inhibitor: 4%

Results for O=c1nc(N/N=C/c2c[nH]c3ccccc23)cn[nH]1 ?
AMA1 RON2 block: 73%[activator]; LmPK inh: -22%; AmpC no deterg: -20%; AmpC detergent: 5%; HCMV inh: 0; Sm TGR inh: 15%; TbPYK inhibitor: -6%

Results for CC(=O)Nc1ccccc1C(=O)N1CCN(Cc2ccccc2)CC1 ?
AMA1 RON2 block: 8%; LmPK inh: -11%; AmpC no deterg: -16%; AmpC detergent: inconclusive; HCMV inh: 0; Sm TGR inh: 0%; TbPYK inhibitor: -7%

How did COC(CNc1cc(=O)oc2ccccc12)OC do in these assays?
AMA1 RON2 block: 4%; LmPK inh: -2%; AmpC no deterg: -7%; AmpC detergent: -5%; HCMV inh: 37; Sm TGR inh: -8%; TbPYK inhibitor: 7%

Results for CCN(CC)C1CCN(C(=O)c2cc(COc3cccc4cccnc34)on2)C1 (stereo not given) ?
AMA1 RON2 block: 27%; LmPK inh: -22%; AmpC no deterg: -14%; AmpC detergent: -6%; HCMV inh: -18; Sm TGR inh: 0%; TbPYK inhibitor: 5%

What do the screens show for `O=C(CCN1C(=O)c2ccccc2S1(=O)=O)NCc1ccccc1`?
AMA1 RON2 block: -2%; AmpC no deterg: -14%; AmpC detergent: inconclusive; HCMV inh: -7; Sm TGR inh: 1%; TbPYK inhibitor: 1%

How did CCCCn1c(N)c(N(CC(C)C)C(=O)C2=NN(c3cc(C)ccc3C)C(=O)CC2)c(=O)[nH]c1=O do in these assays?
AMA1 RON2 block: 1%; AmpC no deterg: -12%; AmpC detergent: 0%; HCMV inh: -37; Sm TGR inh: -7%; TbPYK inhibitor: -3%

How did CCOc1nc2cnccc2n(CC(=O)Nc2ccc(C)c(C)c2)c1=O do in these assays?
AMA1 RON2 block: -6%; LmPK inh: -5%; AmpC no deterg: -11%; AmpC detergent: -1%; HCMV inh: -3; Sm TGR inh: 1%; TbPYK inhibitor: 0%

Results for OCCCc1cn(Cc2ccccc2)c2ccccc12 ?
AMA1 RON2 block: -26%; LmPK inh: -3%; AmpC no deterg: 16%; AmpC detergent: inconclusive; HCMV inh: 20; Sm TGR inh: -10%; TbPYK inhibitor: 2%

Results for COc1cccc(C(=O)Nc2cccnc2)c1 ?
AMA1 RON2 block: 12%; LmPK inh: -25%; AmpC no deterg: 4%; AmpC detergent: -5%; HCMV inh: 12; Sm TGR inh: -10%; TbPYK inhibitor: -9%

How did Cc1cccc(C)c1NC(=O)COC(=O)CN1C(=O)C2CCCCC2C1=O (stereo not given) do in these assays?
AMA1 RON2 block: 0%; AmpC no deterg: -20%; AmpC detergent: 5%; HCMV inh: -12; Sm TGR inh: 2%; TbPYK inhibitor: -2%

What do the screens show for `CCCCn1nc(NC(=O)COC)c2cc3cc(OC)ccc3nc21`?
AMA1 RON2 block: 34%[activator]; LmPK inh: -1%; AmpC no deterg: 73%[activator]; AmpC detergent: 0%; HCMV inh: -24; Sm TGR inh: -3%; TbPYK inhibitor: -9%

Results for COc1ccc(S(=O)(=O)N(CC(=O)Nc2cc(Cl)ccc2C)Cc2ccccc2)cc1OC ?
AmpC detergent: 18%; HCMV inh: -6; Sm TGR inh: 2%; TbPYK inhibitor: 2%

Results for CCn1c(CSCc2c(Cl)cccc2Cl)n[nH]c1=S ?
AMA1 RON2 block: 69%[activator]; LmPK inh: 16µM*; AmpC no deterg: -35%; AmpC detergent: 6%; HCMV inh: -68*; Sm TGR inh: 15%; TbPYK inhibitor: inconclusive

What do the screens show for `COC(=O)C[C@H]1C[C@H]2c3cc(NC(=O)C4CCOCC4)ccc3O[C@H]2[C@H](CO)O1`?
AMA1 RON2 block: 4%; HCMV inh: -22; TbPYK inhibitor: -1%
